PP1 inh = PP1-alpha (human) inhibition in PP5 counter-screen; P62136; purified PP1alpha, OMFP fluorescence; inhibition, % at 6.7 µM; 320,000 tested, 0.9% active; AID 2235;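 active = inhibition above the mean inhibition of all tested compounds plus 3 SD, computed separately for each screening campaign, cut at about 15% in these data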
Target sequence (P62136 whole entry, looked up): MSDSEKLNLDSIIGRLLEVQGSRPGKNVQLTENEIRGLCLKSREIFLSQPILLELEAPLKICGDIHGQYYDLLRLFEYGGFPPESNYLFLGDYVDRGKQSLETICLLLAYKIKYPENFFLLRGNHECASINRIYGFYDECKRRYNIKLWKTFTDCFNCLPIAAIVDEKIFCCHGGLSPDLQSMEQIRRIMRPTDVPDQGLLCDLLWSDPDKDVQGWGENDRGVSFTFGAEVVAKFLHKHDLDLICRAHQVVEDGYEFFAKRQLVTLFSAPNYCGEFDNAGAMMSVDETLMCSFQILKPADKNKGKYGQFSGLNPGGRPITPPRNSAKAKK
JMJD2C inh = blocks human GASC-1 demethylase activity; Q9H3R0; GST-JMJD2C(1-420) H3K9me3 demethylation, DELFIA europium; inhibition, % at 2.35 µM; 330,000 tested, 0.069% active; AID 2099;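 active = more than half of a compound's replicate wells show inhibition beyond 50%, single wells judged on their own value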;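 note: signal counts dimethyl H3K9 product captured on neutravidin plate; 0% = median of DMSO wells and 100% = 0.3 times that DMSO median; strong numbers were not always called active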
Target sequence (Q9H3R0 1-420 limits assumed): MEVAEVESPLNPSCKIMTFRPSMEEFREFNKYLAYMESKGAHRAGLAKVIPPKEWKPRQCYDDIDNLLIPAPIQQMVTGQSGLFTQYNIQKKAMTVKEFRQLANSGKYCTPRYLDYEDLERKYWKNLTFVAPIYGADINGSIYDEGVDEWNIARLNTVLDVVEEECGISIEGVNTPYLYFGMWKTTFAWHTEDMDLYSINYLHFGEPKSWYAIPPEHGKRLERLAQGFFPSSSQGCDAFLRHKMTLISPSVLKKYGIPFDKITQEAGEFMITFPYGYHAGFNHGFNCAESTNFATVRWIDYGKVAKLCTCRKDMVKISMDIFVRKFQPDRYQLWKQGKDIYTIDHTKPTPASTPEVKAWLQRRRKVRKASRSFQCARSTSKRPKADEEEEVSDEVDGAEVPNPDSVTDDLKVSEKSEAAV
CTSL1 counter = blocks F. hepatica cathepsin L1 in PFM18AAP counter-screen. recombinant F. hepatica cathepsin L1, Z-Leu-Arg-MCA fluorescence. AID 1906. 300,000 tested, 0.49% active. inhibition, % at 5.96 µM;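 active = inhibition above the mean of all tested compounds plus 3 SD, set per screening campaign, cut at about 17% in these data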;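 note: 0% = plate median of test compound wells and 100% = 1 µM Z-Phe-Ala-diazomethylketone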
ZTA counter = blocks Epstein-Barr virus ZTA, an EBNA-1 counter-screen; ZTA-DNA binding, fluorescence polarization; P03206; AID 2234; inhibition, % at 11 µM; 320,000 tested, 0.15% active; in the data active = inhibition above about 33%
Target sequence (P03206 whole entry, looked up): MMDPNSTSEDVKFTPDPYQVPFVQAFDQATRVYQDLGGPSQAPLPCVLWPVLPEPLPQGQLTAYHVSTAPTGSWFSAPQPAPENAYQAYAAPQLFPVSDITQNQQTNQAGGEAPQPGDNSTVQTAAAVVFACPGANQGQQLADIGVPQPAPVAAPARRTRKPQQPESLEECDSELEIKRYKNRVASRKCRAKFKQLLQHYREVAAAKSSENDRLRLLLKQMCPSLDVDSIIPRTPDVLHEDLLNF
Yeast superoxide = lowers age-related superoxide in aged yeast cells; S. cerevisiae aged cells, superoxide DHE fluorescence; hits give low values; superoxide response (% of plate mean), % at 10 µM; 330,000 tested, 0.18% active; AID 2690;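 active = superoxide response under a set limit, about three screen SD below normal, cut at about 65% in these data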;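 note: yeast aged for seven days with compound at 30 °C before DHE staining; 100% = average MFI of all compound-treated wells on the plate with controls excluded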
PP5 primary = blocks human protein phosphatase 5 activity. inhibition, % at 6.7 µM. AID 1987. purified PP5c, OMFP substrate fluorescence. 320,000 tested, 0.18% active. P53041;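 active = inhibition above the campaign's mean inhibition across all tested compounds plus 3 SD, cut at about 9.5% in these data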;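 note: 0% = DMSO only and 100% = 100 µM cantharidin control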
EBNA-1 inhibitor = blocks EBNA-1 binding to DNA; EBNA-1 DNA binding, fluorescence polarization; inhibition, % at 14.8 µM; 300,000 tested, 0.34% active; in the data active = inhibition above about 28%
HCV core dimer = HCV core protein dimerization inhibition; TR-FRET GST/Flag-core106 dimerization, 1536-well; inhibition, % at 5 µM; 300,000 tested, 0.33% active; AID 1899;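 active = inhibition above the mean of all tested compounds plus 3 SD, set per screening campaign, cut at about 45% in these data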
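System: GST-tagged and Flag-tagged HCV core protein residues 1-106 / Input: core106 proteins, GST 13.5 nM and Flag 17 nM / Buffer or medium: KF-containing HEPES buffer, pH 7.45, DTT, CHAPS, BSA / Probe or stimulus: Eu-anti-GST and XL665-anti-Flag labelled anti-tag antibodies / Schedule: 4 h, 22.5 °C incubation / Technique: TR-FRET 671 and 617 nm emission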
TPT1 inh = inhibitors of Candida albicans tRNA 2'-phosphotransferase TPT1; recombinant caTPT1, FP RNA substrate dephosphorylation; inhibition, % at 5 µM; 300,000 tested, 0.81% active;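 active = inhibition above the mean of all tested compounds plus 3 SD, set per screening campaign, cut at about 24% in these data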;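 note: plate controls were DMSO alone for no effect and ferristatin control at 100 nM for full effect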
Starred values were filed as active, the others as inactive; / = not tested or not shown.

SMILES	PP1 inh	JMJD2C inh	CTSL1 counter	ZTA counter	Yeast superoxide	PP5 primary	EBNA-1 inhibitor	HCV core dimer	TPT1 inh
CCc1ccc(N2C(=O)C(Cl)=C(N3CCOCC3)C2=O)cc1	-8.6	-7.2	32.3*	8.6	88.8	-7.7	-2.1	2.7	-0.2
CCOc1ccc(Cc2c(Cl)nc(N)nc2Cl)cc1	3.7	-1.9	-2.6	-4.7	97.2	2.9	7.9	19.3	3.5
O=C(O)C1CCCN1c1ncccc1[N+](=O)[O-] (stereo not drawn)	-6.1	-2.7	-2.6	12.2	97.2	-0.6	9.9	-1.0	-10.6
CCc1cc2c(=O)n(Cc3ccco3)c(SCc3c(C)noc3C)nc2s1	6.1	-5.6	1.0	-4.0	92.8	1.0	6.5	11.3	2.7
CN1c2ccccc2C(C)(C)C12CC(c1ccc(Cl)c(S(=O)(=O)N3CCCC3)c1)=NO2 (stereo not drawn)	0.0	8.9	-2.6	-2.9	100.7	-0.2	-8.2	-3.8	-1.5
Cc1[nH]nc2c1-c1nc3ccccc3nc1C(C)(C)C2	4.2	0.9	4.7	-9.0	100.9	4.7	1.9	-3.5	-3.1
CN1C=CC2=C(C#N)C(N)C(C#N)(C#N)C(c3ccccc3)C2C1 (stereo not drawn)	0.1	5.8	-1.2	14.2	95.3	1.7	-4.1	-8.1	-39.6
CCCN1CCN(S(=O)(=O)c2ccc3c(c2)CCC(=O)N3)CC1	-5.6	7.0	/	7.2	110.1	1.5	/	/	/
O=C(O)/C=C/C(=O)NCCNc1ncc(C(F)(F)F)cc1Cl	0.5	-1.9	-1.3	4.2	76.0	0.7	-1.5	-1.0	2.3
CCOc1ncccc1C(=O)N1CCN(C(=O)c2ccccc2)CC1	-3.7	5.8	5.8	2.6	108.9	1.5	7.2	-0.8	-2.3
COc1ccc(-n2nnnc2SCC(=O)N2CCN(C(=O)c3ccco3)CC2)cc1OC	-6.2	2.3	-6.0	-0.6	105.0	2.8	-7.8	3.2	-3.8
COc1ccccc1CC(=O)N(CCC1=CCCCC1)c1c(N)n(Cc2ccccc2)c(=O)[nH]c1=O	-2.8	4.6	-4.0	1.6	101.7	-1.1	-6.2	1.4	-1.4
CN(C)c1ccc(NC(=O)COC(=O)c2cc(=O)c3ccccc3o2)cc1	-2.7	-10.0	0.7	-0.8	123.1	2.9	-4.3	-10.7	-2.1
CC(NCc1ccc([N+](=O)[O-])cc1)C1COc2ccccc2O1 (stereo not drawn)	-0.2	3.8	1.7	0.8	99.0	0.6	-5.4	5.6	-1.7
CN(C)c1ccc(CNC(=O)C2CCN(S(=O)(=O)c3ccc4c(c3)CCCC(=O)N4)CC2)cc1	0.9	-0.5	-3.1	2.3	100.2	-0.1	-1.6	7.4	4.1
CSc1cccc(NC(=O)c2ccccn2)c1	-7.0	7.3	2.5	-15.0	75.9	0.7	-14.7	0.7	-2.3
CCC(=O)NC1=C(C#N)C2(CCCC2)Cc2ccccc21	-4.2	1.4	1.6	10.7	103.3	-0.7	-2.1	1.4	1.1
CN(Cc1ccccc1)C(=O)c1cc2cc(F)ccc2[nH]1	7.1	0.8	-4.6	-4.7	130.0	4.1	1.0	-11.9	-4.2
Cn1c(O)c(N=Nc2ccc(F)cc2)c2ccccc21	-1.2	1.0	-0.1	14.7	109.6	1.8	-19.2	-7.1	6.2
CC1=C(C(=O)Nc2ccccc2)C(c2ccncc2)C(C#N)=C(SCC(=O)Nc2ccccc2)N1 (stereo not drawn)	1.0	-5.6	-1.0	1.1	102.2	-0.1	-10.4	3.3	2.8
Cc1cc(C)n2ncc(/C(N)=N/OC(=O)c3ccccc3F)c2n1	-3.5	5.0	8.5	-1.0	97.4	1.1	-3.7	0.4	0.3
COc1ccc(/C=N/NC(=O)c2ccc(-c3ccccc3)cc2)cc1O	1.7	-5.3	3.9	0.1	91.6	-1.1	12.6	-2.9	0.8
C=CCNC(=S)NNC(=O)c1cccc2ccccc12	-3.0	-10.2	1.5	-12.7	102.6	2.0	0.7	-4.8	0.0
CNc1ccc(/C=C(\C#N)c2ccccn2)cc1[N+](=O)[O-]	-0.8	14.6	-0.7	-4.9	97.0	-0.8	9.8	2.6	-6.0
CC1=C(C(=O)OCc2ccccc2)C(c2cccnc2)c2c(n(C)c(=O)n(C)c2=O)N1 (stereo not drawn)	-6.3	-7.0	3.4	-8.0	75.2	2.5	-5.4	1.4	-2.6

(more compounds)
SMILES	PP1 inh	JMJD2C inh	CTSL1 counter	ZTA counter	Yeast superoxide	PP5 primary	EBNA-1 inhibitor	HCV core dimer	TPT1 inh
O=C(NCc1ccco1)C1OCCc2ccccc21 (stereo not drawn)	0.2	-6.2	-0.1	-12.9	100.4	1.8	4.3	6.9	1.8
CCC(C)CCCCCCCCCCC(=O)O (stereo not drawn)	-2.4	41.3	3.0	7.4	94.4	3.7	-2.9	-7.4	1.9
O=C1OC(c2ccc3c(c2)OCO3)N(C(=O)c2ccc(Cl)c(Cl)c2)c2ccccc21 (stereo not drawn)	-0.2	0.3	-1.3	4.8	129.3	4.5	-5.0	36.5	0.4
CC(=O)c1c[nH]c(C(=O)NCc2ccccc2Cl)c1	1.9	-33.0	-2.0	5.4	90.8	0.7	3.0	-6.4	-0.8
Nc1cc2c([N+](=O)[O-])cccc2o1	-0.2	1.4	4.4	16.0	100.3	0.2	2.7	-11.0	15.9
Cc1c(C(=O)NNS(=O)(=O)c2ccccc2Cl)sc(=S)n1C	-1.7	3.4	1.1	8.4	96.5	-1.2	0.2	-4.8	2.7
COc1ccc(NC2CCCN(Cc3cccc4cnccc34)C2)cc1 (stereo not drawn)	-0.9	-6.3	1.5	13.2	105.6	0.7	9.0	4.2	-0.4
CSCC[C@H](NC(=O)OC(C)(C)C)C(=O)N1CCC(C(=O)N[C@@H](C)C(=O)NCc2ccc(F)cc2)CC1	-5.5	0.9	-1.5	-12.3	92.5	-2.9	2.4	1.4	-2.5
COc1ccccc1OCC(=O)Nc1c2c(nn1-c1ccccc1)CS(=O)(=O)C2	-2.0	3.9	2.5	2.2	103.2	2.4	20.7	-11.5	0.3
Clc1ccc(C2=Nn3c(nnc3-c3cccs3)SC2)cc1	-1.4	-4.2	-3.3	1.4	100.0	-0.2	17.2	2.5	-1.6
O=C(O)CCCN1C(=O)/C(=C/c2ccc(-c3nc4ccccc4s3)o2)SC1=S	-3.0	-1.3	2.5	3.5	107.2	2.0	4.2	25.4	48.0*
O=S(=O)(NCCN1CCOCC1)c1ccc(Oc2ccccc2Cl)cc1	1.1	0.6	1.4	-1.8	97.7	-1.1	-1.1	-0.7	-2.0
Cc1ccc(N2C(=O)N(CC(=O)Nc3ccccc3C(F)(F)F)C(=O)C2C)cc1 (stereo not drawn)	-3.5	2.4	/	11.6	89.8	0.3	/	/	/
COc1ccc(NC(=O)CSCc2ccc([N+](=O)[O-])cc2)cc1OC	6.9	-1.1	-0.2	1.8	105.6	2.7	-3.8	3.7	0.2
O=C(O)c1cccc(S(=O)(=O)N2CCOCC2)c1	-7.0	4.6	-1.9	8.7	79.0	-0.4	-2.4	2.3	-2.0
CCOc1ccc(NC(=O)CCC(=O)NNS(=O)(=O)c2ccccc2[N+](=O)[O-])cc1	-2.2	-3.7	0.1	-0.5	100.4	3.2	-7.1	-4.6	-1.6
Cc1ccnc(NC(=O)CNC(=O)Cc2cccc3ccccc23)c1	-1.4	-11.6	5.0	-21.6	103.2	0.9	-3.7	2.7	3.0
COCCN1C(=O)C(=O)/C(=C(/O)c2ccc(S(=O)(=O)N3CCOCC3)cc2)C1c1ccc(O)c(OC)c1 (stereo not drawn)	3.6	27.3	-1.7	-9.8	95.0	-2.2	-2.4	-4.1	2.1
COc1ccc(OC2OC3COC(C)(C)OC3C(O)C2NC(C)=O)cc1 (stereo not drawn)	-1.5	10.2	0.1	5.2	87.5	1.7	-6.6	0.4	-0.3
CC(C)(C)OC(=O)N[C@H](C(=O)OC(C)(C)C)c1ccc(C(F)(F)F)cc1	1.6	-4.0	/	-4.3	94.2	2.5	/	/	/
CC(=O)C1=C(C)NC(SCc2cccc([N+](=O)[O-])c2)=C(C#N)C1c1ccco1 (stereo not drawn)	2.0	56.9	-1.7	8.9	110.5	0.3	10.6	6.2	-4.7
Cn1c(=O)[nH]c2cc3ccccc3cc21	3.0	-17.3	-1.9	-5.8	90.2	-3.1	-0.2	-1.9	-4.0
CC(C)CCNC(=O)CSc1nc2ccccc2c(=O)[nH]1	0.5	-13.5	-1.4	-7.3	102.0	-0.5	-0.1	-3.1	-4.4
COCCNC(=O)CCC(=O)NNc1nc2ccccc2c2nc(-c3ccccc3)nn12	-2.0	5.2	-0.4	-12.4	117.8	2.3	2.6	-7.4	0.9
COc1cccc(CNC(=O)C(Cc2ccccc2)n2cccc2)c1 (stereo not drawn)	2.0	-2.6	10.1	-3.2	98.3	-1.2	-4.1	3.3	1.1

More compounds
SMILES	PP1 inh	JMJD2C inh	CTSL1 counter	ZTA counter	Yeast superoxide	PP5 primary	EBNA-1 inhibitor	HCV core dimer	TPT1 inh
Cc1cccc(N(CC(=O)NCCSc2nc3ccccc3s2)S(=O)(=O)c2ccccc2)c1	0.7	1.3	0.2	-15.9	104.7	3.6	8.2	1.8	-3.8
OC[C@@H](O)[C@@H](O[C@H]1O[C@H](CO)[C@@H](O)[C@H](O)[C@H]1O)[C@H](O)[C@@H](O)CO	-1.6	4.5	4.2	0.1	100.8	-0.9	-1.7	-5.4	2.7
CCCC(=O)Nc1c(-c2ccccc2)c(=O)c(C)nn1-c1ccccc1	-3.7	8.8	1.2	0.6	99.8	-1.2	-3.5	0.3	2.2
CS(=O)(=O)N1CCc2cc(C(=O)OCC(=O)c3ccccc3)ccc21	1.4	2.1	1.2	3.4	94.9	-1.3	2.6	2.5	-0.2
CCNS(=O)(=O)c1ccc(CCC(=O)Nc2ccccc2)cc1	1.1	2.8	-0.2	-10.6	83.8	3.5	-0.8	-17.7	-2.6
O=C(c1ccco1)N1CCN(Cc2nc3ccc([N+](=O)[O-])cc3c(=O)n2-c2ccccc2F)CC1	0.1	11.4	-4.3	3.9	121.7	-1.0	-8.2	0.1	2.0
CCC(C)(C)NC(=O)C(c1ccc(OC)cc1)N(Cc1ccc(OC)cc1)C(=O)CCC(=O)Nc1cc(C)on1 (stereo not drawn)	-4.4	6.4	-2.4	-3.2	90.7	3.4	4.2	10.9	-2.2
Nc1nc2n(n1)C(c1ccco1)CC(c1ccc(Cl)c(Cl)c1)N2 (stereo not drawn)	5.4	-4.9	1.0	-8.4	94.5	-1.1	4.8	3.4	-1.0
O=C(NN1C(=O)CSC1=S)C(=O)NN1C(=O)CSC1=S	-3.9	0.4	4.2	18.8	92.9	-3.8	9.4	3.2	-0.5

One compound at a time (already shown):
`CS(=O)(=O)N1CCc2cc(C(=O)OCC(=O)c3ccccc3)ccc21` is entered as PP1 inh: 1.4; JMJD2C inh: 2.1; CTSL1 counter: 1.2; ZTA counter: 3.4; Yeast superoxide: 94.9; PP5 primary: -1.3; EBNA-1 inhibitor: 2.6; HCV core dimer: 2.5; TPT1 inh: -0.2
`OC[C@@H](O)[C@@H](O[C@H]1O[C@H](CO)[C@@H](O)[C@H](O)[C@H]1O)[C@H](O)[C@@H](O)CO` is entered as PP1 inh: -1.6; JMJD2C inh: 4.5; CTSL1 counter: 4.2; ZTA counter: 0.1; Yeast superoxide: 100.8; PP5 primary: -0.9; EBNA-1 inhibitor: -1.7; HCV core dimer: -5.4; TPT1 inh: 2.7
`CCCC(=O)Nc1c(-c2ccccc2)c(=O)c(C)nn1-c1ccccc1` is entered as PP1 inh: -3.7; JMJD2C inh: 8.8; CTSL1 counter: 1.2; ZTA counter: 0.6; Yeast superoxide: 99.8; PP5 primary: -1.2; EBNA-1 inhibitor: -3.5; HCV core dimer: 0.3; TPT1 inh: 2.2
